Bioassay records as filed in PubChem BioAssay.
Diaphorase act: compounds boosting diaphorase resazurin reduction – biochemical, uHTS, resorufin fluorescence, counter-screen for diaphorase-coupled primary assays, primary screen. AID 1229, 2008. actives 0.005% (n = 190,000). Diaphorase/resazurin coupled assay, 16 min; hits give high values; 1 = vehicle wells, 0 = NADH-free wells. activation factor at 20 µM;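 active = diaphorase activity raised at least twofold by the compound at 20 µM; inactive = activation factor below 2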
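Test system: Clostridium kluyveri diaphorase, purified enzyme; input: enzyme 0.07 U/mL final; buffer or medium: 50 mM HEPES pH 7.4 with 4.542 mM MgCl2, 0.005% Tween 20; also added: 0.114 mM NADH and 0.1 mM resazurin, final amounts; schedule: 16 min enzyme reaction, ambient temperature; technique: fluorescence of resorufin, 544 nm excitation, 590 nm emission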
TNAP inh no acc: human TNAP enzyme inhibitors, primary screen, biochemical, luminescent, no phosphate acceptor, uHTS. Alkaline phosphatase, tissue-nonspecific isozyme (Homo sapiens), P05186. inhibition, % at 20 µM. purified TNAP, CDP-star luminescence, 30 min. actives 0.26% (n = 200,000). AID 1012, 2008;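 active = tissue-nonspecific alkaline phosphatase inhibition above about 50% at 20 µM in the single-dose screen, limit read from the data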;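 also: 0% = DMSO negative control and 100% = EDTA positive control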
Target sequence (P05186 whole entry, looked up): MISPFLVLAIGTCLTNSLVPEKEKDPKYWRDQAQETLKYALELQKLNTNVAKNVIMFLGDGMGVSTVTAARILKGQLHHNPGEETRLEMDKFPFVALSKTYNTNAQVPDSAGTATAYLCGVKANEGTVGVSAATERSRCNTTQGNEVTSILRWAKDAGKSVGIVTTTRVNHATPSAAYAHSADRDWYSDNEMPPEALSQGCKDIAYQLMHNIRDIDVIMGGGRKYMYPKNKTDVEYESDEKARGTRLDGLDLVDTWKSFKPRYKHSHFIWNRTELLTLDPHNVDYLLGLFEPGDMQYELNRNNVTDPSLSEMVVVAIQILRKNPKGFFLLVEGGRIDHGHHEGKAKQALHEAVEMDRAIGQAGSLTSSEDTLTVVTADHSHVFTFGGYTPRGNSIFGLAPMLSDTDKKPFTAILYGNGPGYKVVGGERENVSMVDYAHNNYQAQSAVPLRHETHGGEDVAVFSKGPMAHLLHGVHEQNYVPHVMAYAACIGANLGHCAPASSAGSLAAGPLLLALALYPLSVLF
TNAP inh hiacc: human TNAP enzyme inhibitors, primary screen, biochemical, luminescent, high phosphate acceptor level, uHTS; Alkaline phosphatase, tissue-nonspecific isozyme (Homo sapiens), P05186; purified TNAP, CDP-star luminescence, 1 M DEA; inhibition, % at 20 µM; actives 0.03% (n = 200,000);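 active = over 50% inhibition of tissue-nonspecific alkaline phosphatase at 20 µM in the single-dose screen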;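 also: plate controls were DMSO wells for no effect and EDTA-quenched wells as full inhibition for full effect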
TNAP act hiacc: TNAP activators at high phosphate acceptor level, primary screen, biochemical, luminescence, uHTS; Alkaline phosphatase, tissue-nonspecific isozyme (Homo sapiens), P05186; AID 1136, 2008; purified TNAP, CDP-star luminescence, 1 M DEA, 30 min; hits give high values; 0 = EDTA background, 1 = DMSO-only activity; 200,000 tested, under 10 active; activation factor at 20 µM;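 active = activation factor at least 2 at 20 µM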
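Control set: EDTA negative control, DMSO positive control / Assay system: human TNAP / Quantity: TNAP 1/800 final / Evaluation: TNAP activation factor scaled between EDTA and DMSO control wells / Measured by: luminescent substrate turnover signal / Compound dosing: one dose, 20 µM / Times: 30 min enzyme reaction at room temperature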
Diaph inh CS: diaphorase inhibitors and chemical oxidizers, primary screen, counter-screen for diaphorase-coupled primary assays, biochemical, uHTS, resorufin fluorescence; diaphorase resazurin-to-resorufin fluorescence, NADH, 16 min; bacterial (C. kluyveri) enzyme, not human; actives 0.69% (n = 190,000); AID 1217, 2008; inhibition, % at 20 µM;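 active = primary screen inhibition at 20 µM above a set limit, cut at about 50% in these data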;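 also: plate controls were DMSO with full reaction for no effect and wells lacking NADH for full effect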
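Test system: diaphorase enzyme from Clostridium kluyveri; amount: diaphorase at 0.14 U/mL in enzyme working solution; detection: fluorescence of resorufin formed from resazurin, Ex 544/Em 590 nm; times: reaction incubation of 16 min at room temperature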
bIAP inh: bovine intestinal alkaline phosphatase inhibitors, primary screen, selectivity assay for TNAP inhibitor project, biochemical, bovine IAP, CDP-star luminescence; alkaline phosphatase, intestinal [Bos taurus]; purified bovine IAP, 30 min; inhibition, % at 20 µM; 190,000 tested, under 10 active;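 active = over 50% inhibition of intestinal alkaline phosphatase at 20 µM in the single-dose screen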
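Assay system: bovine IAP enzyme; medium: DEA buffer 100 mM, pH 9.8, with MgCl2 1.0 mM, ZnCl2 0.02 mM; doses: 20 µM single dose; incubation: enzyme reaction for 30 min at room temperature; detection: CDP-star luminescence signal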
bIAP act: bovine intestinal alkaline phosphatase activators, primary screen, biochemical, bovine IAP, CDP-star luminescence; alkaline phosphatase, intestinal [Bos taurus]; purified bovine IAP, 30 min; hits give high values; fold of DMSO-control signal, blank-subtracted; activation factor at 20 µM; actives 0.17% (n = 200,000);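 active = activation factor of 2 or more at 20 µM, a signal rise over negative controls twice the positive control's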
Lmaj promast: Leishmania major promastigote growth inhibition, primary screen; Leishmania major promastigotes, resazurin fluorescence viability; inhibition, % at 10 µM; actives 9% (n = 200,000); AID 1063, 2008; in the data active = inhibition above about 50%;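 also: promastigotes grown with compound for 44 hours at 28 °C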
PMI activator: activators of human PMI, primary screen, biochemical, fluorescence intensity, near-Km mannose 6-phosphate; actives 0.005% (n = 190,000); purified human PMI, coupled resazurin fluorescence, 20 min; hits give high values; 1 = vehicle control, 0 substrate-free wells; activation factor at 20 µM;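 active = activation factor of 2 or more at 20 µM, relative to plate controls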
Target sequence (P34949 whole entry, looked up): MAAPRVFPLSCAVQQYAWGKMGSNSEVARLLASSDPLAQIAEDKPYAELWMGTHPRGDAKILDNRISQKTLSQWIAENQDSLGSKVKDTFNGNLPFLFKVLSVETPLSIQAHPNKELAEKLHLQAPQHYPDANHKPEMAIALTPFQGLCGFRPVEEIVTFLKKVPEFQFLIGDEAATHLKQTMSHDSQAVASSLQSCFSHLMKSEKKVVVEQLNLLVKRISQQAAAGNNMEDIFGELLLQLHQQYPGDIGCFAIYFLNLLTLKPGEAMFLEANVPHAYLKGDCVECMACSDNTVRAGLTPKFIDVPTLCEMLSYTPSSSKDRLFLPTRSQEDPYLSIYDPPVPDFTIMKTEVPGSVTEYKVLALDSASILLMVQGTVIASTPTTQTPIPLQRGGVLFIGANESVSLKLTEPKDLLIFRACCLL
PMI act satM6P: human PMI activators, high substrate, primary screen, biochemical, fluorescence intensity, near-saturating mannose 6-phosphate. coupled PMI enzyme assay, resazurin fluorescence, 20 min; hits give high values; 1 = untreated enzyme, 0 = substrate-free blank. actives 0.34% (n = 190,000). activation factor at 20 µM. AID 1216, 2008;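 active = activation factor of 2 or more at 20 µM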
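Material: human phosphomannose isomerase with PGI, G6PDH, diaphorase coupling enzymes; amount: PMI at 15 ng/mL final; also added: Mannose-6-phosphate 1.0 mM (near-saturating) plus 0.22 mM NADP+; incubation: enzyme reaction with compound 20 min at room temperature; signal: resorufin fluorescence (Ex 544/Em 590 nm) from resazurin via diaphorase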
Numbers without * were called inactive.

No.	SMILES	Diaphorase act	bIAP act	TNAP inh hiacc	PMI activator	PMI act satM6P	TNAP inh no acc	Lmaj promast	bIAP inh	TNAP act hiacc	Diaph inh CS
1	CN(C)/C=C/C(=O)c1cccc([N+](=O)[O-])c1	1	0.9	-3	1.1	1.1	-2	-5	11	1	4
2	Cc1ccc(OC(=O)CCC(=O)NC(C)c2ccccc2)cc1 (stereo unspecified)	0.8	1.1	-1	0.9	0.8	-10	-3	-10	1	16
3	COc1ccc(/C=C2\SC(=S)N(CCCC(=O)NNC(=O)c3ccccc3O)C2=O)cc1	1.1	1	2	1.2	1.4	-80	-4	-1	1	-9
4	Cc1ccc(-c2nnn(CC(=O)NCCc3ccc4c(c3)OCO4)n2)o1	0.9	0.9	0	1	1	-4	-3	8	1	12
5	CC(=O)Nc1ccccc1C(=O)C(=O)NCCc1ccccc1	1	1	1	1	1	-6	-14	1	1	0
6	Cc1ccc(CNC(=O)C2c3ccccc3C(=O)N(C)C2c2c[nH]c3ccccc23)o1 (stereo unspecified)	0.9	1	-1	0.9	1	-7	3	4	1	11
7	N=C1c2ccccc2CN1c1ccc(S(=O)(=O)N2CCCCC2)cc1	0.9	0.9	0	1.1	1	8	20	8	1	13
8	Cc1ccsc1S(=O)(=O)N1CCC(CO)(CC2CCCCO2)CC1 (stereo unspecified)	0.9	1	-2	1	1	2	-2	-1	1	8
9	CN(CC(=O)Nc1ccc(S(=O)(=O)N2CCCC2)cc1)Cc1cccc(Cl)c1Cl	0.9	0.9	-1	0.9	1	-9	99*	11	1	10
10	Cn1cc(/C=C/C(=O)N2CCCC(C(=O)c3ccc(C(C)(C)C)cc3)C2)cn1 (stereo unspecified)	0.8	1	-1	0.9	1	-7	-4	0	1	15
11	CCN(CC)CC(=O)NCC1(c2ccccc2)CCOCC1	0.9	0.9	-7	0.9	1	-23	-2	9	1.1	13
12	CN1CCN(C(=O)C2=C[C@@H](c3ccc(C(F)(F)F)cc3)C[C@@H](OCc3ccc(CO)cc3)O2)CC1	0.9	1	-2	1	1	-4	7	-5	1	10
13	CC(C)CCNC(=O)C(=O)NCCC1=CCCCC1	1	0.9	-5	1.1	1.1	-12	34	7	1.1	4
14	Cc1cc(Nc2ccccc2)n(CCO)n1	0.9	0.9	-5	1	1	-8	-1	14	1.1	14
15	CCC(Oc1ccccc1)C(=O)Nc1ccc(S(=O)(=O)N2CCOCC2)cc1 (stereo unspecified)	0.8	0.9	4	0.9	0.9	-1	0	6	1	23
16	CC(C)(C)C(=O)Cn1c(=O)n(CC2CCCO2)c(=O)c2ccccc21 (stereo unspecified)	0.8	0.9	0	0.9	0.9	-9	-5	6	1	15
17	Cc1ccc(NC(=O)N2CCCC2c2cccs2)cc1 (stereo unspecified)	0.9	1	-6	0.9	0.9	-10	6	1	1.1	14
18	Cn1c2c(c(O)c(-c3ccccc3)c1=O)C(=O)CC(C)(C)C2	1	0.8	-1	1.1	1	8	0	24	1	4
19	Cc1cccc(-n2c(SCC(=O)N3CC(=O)Nc4ccccc43)nc3ccccc3c2=O)c1	0.8	1.2	4	1.1	1	-2	31	-20	1	22
20	Cc1[nH]c2ccccc2c1C(=O)CSc1ccccc1	0.7	1	-4	0.8	0.9	-15	5	4	1	25
21	Cc1ccc2cc(CN(CCCN(C)C)C(=O)NCc3ccccc3)c(=O)[nH]c2c1C	0.9	1.1	-4	1.1	1	-8	10	-14	1	8
22	O=C(COc1ccc(-c2ccccc2)cc1)N/N=C/c1ccccc1Br	1	0.8	-3	1.1	1	-4	-3	18	1	3
23	CCC(=O)Nc1sc(C(=O)Nc2ccccc2OC)c(C)c1C(=O)OC	1	1.1	-1	1.1	1	1	-3	-11	1	0
24	Cc1cnc(NC(=O)c2nn(C)cc2[N+](=O)[O-])s1	1	1.2	2	0.9	0.9	-2	-3	-21	1	-1
25	COCCNC(=S)N/N=C(\C)c1ccc(Cl)c(Cl)c1	1	1.1	-2	1	1.1	-13	1	-6	1	3
26	CCCn1c(CCNC(=O)c2cccs2)nc2ccccc21	1	0.9	-5	1.2	1.1	-11	12	9	1	3
27	O=C(CCN1CCCC1)Nc1ccc(Br)cc1	1	1.1	-1	1.1	1.1	-2	-2	-13	1	0
28	CCc1cc(C(=O)N2CCCC(CNS(=O)(=O)c3cccs3)C2)n(C)n1 (stereo unspecified)	1.1	1.1	-4	1	1.1	-6	-7	-13	1	-13
29	Cc1cnc(C(=O)N2CCc3c([nH]c4ccccc34)C2c2ccc(F)cc2)cn1 (stereo unspecified)	0.9	1	-7	0.9	0.9	-8	28	2	1.1	10
30	CCOc1cc(/C=C2\SC(=O)N(CC(=O)Nc3ccccc3F)C2=O)cc([N+](=O)[O-])c1O	0.6	0.6	22	0.8	0.7	20	-8	42	0.8	38
31	COc1cc(C(c2oc(CO)cc(=O)c2O)c2oc(CO)cc(=O)c2O)cc(OC)c1OC	0.8	1.2	-3	1	1.1	-21	-4	-24	1	18
32	Nc1nonc1C(=O)NCCNCc1cc(Br)ccc1OCc1ccc(F)cc1	0.9	0.9	-5	1	1	-9	-1	7	1.1	6
33	Cc1ccc(C(=O)c2cc([N+](=O)[O-])ccc2N2CCN(C)CC2)cc1	0.9	1	3	0.9	1	-2	11	5	1	12
34	COC(=O)C(NC(=O)C(NC(=O)c1ccccc1)C(C)C)C(C)C (stereo unspecified)	0.8	1	-5	1	1	-16	-1	1	1.1	17
35	COc1ccc(NS(=O)(=O)c2ccc(N3CCOCC3)c(NC(=O)c3ccccc3Cl)c2)cc1	1	0.9	10	1	1	2	97*	7	0.9	2
36	CCCc1cc(C(=O)Nc2cccc(C(C)=O)c2)no1	0.8	0.9	0	0.9	0.9	-11	-7	13	1	15
37	CCN(c1ccccc1)S(=O)(=O)c1ccc(Cl)c(C(=O)OCC(=O)c2[nH]c(C)c(C(C)=O)c2C)c1	0.8	1	-3	0.9	0.9	0	53*	-4	1	20
38	O=C(O)c1ccoc1CN1CCCCC1	1	0.9	3	1.2	1.2	-8	-3	10	1	0
39	COc1ccc(-n2c(C)c(C(C)=O)c3cc(O)ccc32)cc1	1	1	-8	0.9	0.9	-28	-2	-3	1.1	2
40	COc1ccc(NC(=O)Nc2ccccc2F)c(C)c1	0.8	1.2	-3	0.9	0.9	-3	4	-19	1	15

Single records (already shown). Order of values: Diaphorase act	bIAP act	TNAP inh hiacc	PMI activator	PMI act satM6P	TNAP inh no acc	Lmaj promast	bIAP inh	TNAP act hiacc	Diaph inh CS
Results for Cc1ccc(C(=O)c2cc([N+](=O)[O-])ccc2N2CCN(C)CC2)cc1 → 0.9	1	3	0.9	1	-2	11	5	1	12
Results for O=C(O)c1ccoc1CN1CCCCC1 → 1	0.9	3	1.2	1.2	-8	-3	10	1	0
Results for COc1ccc(NC(=O)Nc2ccccc2F)c(C)c1 → 0.8	1.2	-3	0.9	0.9	-3	4	-19	1	15

Going on with the list:
No.	SMILES	Diaphorase act	bIAP act	TNAP inh hiacc	PMI activator	PMI act satM6P	TNAP inh no acc	Lmaj promast	bIAP inh	TNAP act hiacc	Diaph inh CS
41	O=C(Cn1nnc(-c2ccc(S(=O)(=O)N3CCCC3)cc2)n1)NCC1CCCO1 (stereo unspecified)	1	1	4	1.1	1.1	-1	15	2	1	4
42	C=CCc1cc(Cl)ccc1OCCN(C)C	0.9	0.9	-4	1	1.1	2	96*	10	1	7
43	CCOC(=O)c1c(C)[nH]c(C)c1C(=O)COC(=O)/C=C/c1ccc(OC(F)F)cc1	0.8	0.9	6	0.7	0.8	-4	4	6	0.9	20
44	O=C(N/N=C/c1cn(-c2ccccc2)nc1-c1ccccc1)c1ccco1	0.7	0.8	-2	0.9	0.9	2	20	15	1	27
45	CCCn1c(C)cs/c1=N\C(=S)Nc1ccccc1	0.9	1.1	-4	1.1	1	-14	-3	-6	1	10
